# RGS4 inhibitor: blocks human RGS4-accelerated GTP hydrolysis; Transcreener GDP fluorescence polarization, RGS4-accelerated GTP hydrolysis; Potency, µM (highest dose often 114 µM), for inactives: at the highest dose activity change, negative = inhibition, actives largely listed as inhibitors; P49798; 390,000 compounds, 0.039% hits; also: potency is read from the fitted curve at half-maximal effect; % is scaled to controls: 0 for no effect and ±100 for the full control effect; nearly all actives have a fitted effect of over 75% in size; some results filed as inactive show a strong effect at the top dose
# Target sequence (P49798 whole entry, looked up): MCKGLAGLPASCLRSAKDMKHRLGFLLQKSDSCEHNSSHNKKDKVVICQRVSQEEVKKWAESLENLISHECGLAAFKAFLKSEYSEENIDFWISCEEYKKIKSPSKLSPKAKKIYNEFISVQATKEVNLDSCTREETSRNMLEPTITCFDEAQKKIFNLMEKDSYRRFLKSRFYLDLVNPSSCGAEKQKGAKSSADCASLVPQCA
#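 MLSMR compounds (23 nl, pin-transferred) preincubated 10 min at room temperature with a 500nM (2x) first reagent, then RGS4 at 900nM (2x) plus Transcreener GDP mix added; fluorescence polarization (620/688 nm) read before and after 90 min at 30 °C.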
# USP1-UAF1 inh: USP1/UAF1 (human) deubiquitinase inhibition. O94782. recombinant USP1/UAF1, Ub-Rhodamine cleavage fluorescence. Potency, µM (highest dose often 57.1 µM), without a hit: top-dose activity change, negative = inhibition, usual class: inhibitors. 390,000 compounds, 0.23% hits. AID 743255; also: potency is read from the fitted curve at half-maximal effect; % is scaled to controls: 0 for no effect and ±100 for the full control effect; nearly all actives have a fitted effect of over 60% in size; inactives centre near -12
#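 USP1/UAF1 complex at 1 nM was preincubated with compound for 15 min at room temperature, then Ub-Rho substrate (150nM final) was added. Fluorescence (480/540 nm) was read kinetically, 6 reads every 60 seconds.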
# TrxR1 inh: inhibitors of rat thioredoxin reductase 1; O89049; recombinant rTrxR1, NADPH fluorescence consumption, selenite substrate; Potency, µM (titrated, usually from 114 µM), without a hit: at the top dose activity change, negative = inhibition, hits mostly inhibitors; 390,000 compounds, 1% hits; also: potency is read from the fitted curve at half-maximal effect; % is scaled to controls: 0 for no effect and ±100 for the full control effect; nearly all actives have a fitted effect of over 65% in size
# Target sequence (O89049 whole entry, looked up): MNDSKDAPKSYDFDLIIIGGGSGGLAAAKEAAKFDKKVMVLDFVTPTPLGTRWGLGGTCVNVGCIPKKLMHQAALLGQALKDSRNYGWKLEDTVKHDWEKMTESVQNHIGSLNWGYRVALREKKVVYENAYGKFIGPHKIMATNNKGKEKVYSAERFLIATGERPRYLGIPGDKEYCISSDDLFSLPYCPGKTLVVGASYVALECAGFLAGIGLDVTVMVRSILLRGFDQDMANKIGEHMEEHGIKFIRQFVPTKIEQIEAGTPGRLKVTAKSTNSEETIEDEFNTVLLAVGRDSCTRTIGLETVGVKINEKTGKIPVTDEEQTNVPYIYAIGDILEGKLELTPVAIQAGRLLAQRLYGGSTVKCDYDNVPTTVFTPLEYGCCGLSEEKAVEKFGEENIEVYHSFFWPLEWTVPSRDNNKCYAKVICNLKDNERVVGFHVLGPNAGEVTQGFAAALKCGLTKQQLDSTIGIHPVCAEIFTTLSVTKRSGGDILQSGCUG
#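 Rat TrxR1 (90 nM in the dispensed reagent) was pre-reduced with 400 uM NADPH for 5 min at room temperature, then incubated with compound for 15 min. After 400 uM selenite was added, NADPH fluorescence (Ex 340/Em 450 nm) was followed for 8 min.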
# TrxR1 substrate: is turned over as a substrate by rat TrxR1; O89049; Potency, µM (series often up to 114 µM), inactives show at the top dose activity change, negative = substrate turnover; AID 588456; purified TrxR1 substrate turnover, NADPH consumption readout; 390,000 compounds, 0.01% hits; also: potency is read from the fitted curve at half-maximal effect; % is scaled to controls: 0 for no effect and ±100 for the full control effect; nearly all actives have a fitted effect of over 50% in size
#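 Rat TrxR1, dispensed at 90 nM, was prereduced with 400 uM NADPH (final) for 5 min at ~22 deg C, then incubated with compound 15 min before 400 uM selenite. A first-read NADPH fluorescence drop versus no-compound background flagged substrates.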
# GRP78 ERSR act: ER stress response induction in glioma. Potency, µM, for the others: top-dose activation, usual class: activators. U87-MG GRP78 promoter luciferase reporter, 16 h. 420,000 compounds, 0.02% hits. AID 602332; also: potency is read from the fitted curve at half-maximal effect; series mostly up to about 76 µM; % of control where 0% means no effect; nearly all actives have a fitted effect of over 35% in size
#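 Stably transfected U87-MG glioma cells carrying a GRP78-based luciferase sensor; 16 h compound incubation. Luminescence end-point read 10 min after Bright-Glo addition at room temperature.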
# Vif-APOBEC3F blk: Vif-A3F binding inhibition. Potency, µM (series often up to 46.1 µM), for inactives: at the highest dose activity, negative = active. HeLa A3F-eYFP + Vif (tagged APOBEC3F with the HIV-1 protein that degrades it), YFP fluorescence increase. 390,000 compounds, 0.2% hits; also: potency is read from the fitted curve at half-maximal effect; % of control where 0% means no effect; nearly all actives have a fitted effect of over 65% in size
#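 HeLa cells stably expressing Vif plus C-terminally eYFP-tagged A3F were seeded, incubated overnight at 37 deg C, dosed with compound, incubated overnight again at 37 deg C. Yellow fluorescence (Ex 488/Em 500-530) reported blocked Vif-mediated A3F-eYFP degradation.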
# Vif-A3G inh: Vif-A3G binding inhibition. AID 602310. HeLa A3G-eYFP + Vif (tagged APOBEC3G with the HIV-1 protein that degrades it), YFP fluorescence, overnight. Q9HC16. Potency, µM (series often up to 46.1 µM), for inactives: top-dose activity, negative = active, actives largely listed as inhibitors. 410,000 compounds, 0.076% hits;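 also: potency is read from the fitted curve at half-maximal effect; % is scaled to controls: 0 for no effect and ±100 for the full control effect; nearly all actives have a fitted effect of over 60% in size; hits raise eYFP signal because A3G escapes Vif-driven loss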
# Target sequence (Q9HC16 whole entry, looked up): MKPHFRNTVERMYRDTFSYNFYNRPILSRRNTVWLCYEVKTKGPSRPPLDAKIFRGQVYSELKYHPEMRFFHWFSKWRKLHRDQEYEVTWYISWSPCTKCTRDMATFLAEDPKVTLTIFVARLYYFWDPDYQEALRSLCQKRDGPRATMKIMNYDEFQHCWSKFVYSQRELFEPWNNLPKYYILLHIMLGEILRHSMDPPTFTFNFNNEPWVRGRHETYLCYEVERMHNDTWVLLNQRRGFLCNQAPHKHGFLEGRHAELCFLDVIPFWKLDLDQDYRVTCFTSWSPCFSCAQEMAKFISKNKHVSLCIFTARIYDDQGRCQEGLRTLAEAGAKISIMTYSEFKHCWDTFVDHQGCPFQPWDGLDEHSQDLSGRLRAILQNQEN
#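 Read-out is eYFP fluorescence (Ex 488/Em 500-530) from Vif-expressing HeLa A3G-eYFP cells; more signal means A3G escaped Vif-mediated degradation. Cells plated overnight, compound pinned in, incubated overnight at 37 deg C.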
# LDHA inh: inhibitors of human lactate dehydrogenase A; P00338; purified LDHA, NADH/diaphorase-resazurin fluorescence; stronger effect = lower value; activity change, % (values are at about 110 or 230 µM); 480,000 compounds, 0.15% hits; AID 1347041; in the data active = activity change below about -30%; inconclusive = mostly about -25% to -30%;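 also: plate controls were DMSO wells for no effect and wells without enzyme for full effect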
#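 Enzyme activity of human lactate dehydrogenase 5 (2 nM; 0.06 mM NADH, 0.2 mM pyruvate, 5 min, RT) is measured via a resazurin/diaphorase fluorescence readout of residual NADH.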
# mIDH1 inhibitor: human IDH1 R132H inhibition. O75874. Potency, µM (series often up to 76.6 µM), without a hit: at the highest dose activity change, negative = inhibition, hits mostly inhibitors. IDH1-R132H enzyme, NADPH consumption, diaphorase/resazurin fluorescence. 390,000 compounds, 0.093% hits; also: potency is read from the fitted curve at half-maximal effect; % is scaled to controls: 0 for no effect and ±100 for the full control effect; nearly all actives have a fitted effect of over 65% in size
#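 IDH1-R132H (0.5 ug/mL) preincubated 30 min with compound, then NADPH (0.016 mM) and alpha-KG (2 mM) added; 80 min at RT, pH 7.5. Remaining NADPH coupled via diaphorase/resazurin to fluorescence (540/590 nm); concentration-response curves normalized to no-enzyme control.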
# * = called active by the depositor; ? = inconclusive; . = not tested or not shown; & = joins results of further samples; [ ] = dose if it differs, or a comment. Unless noted, calls follow the shape of the dose curve; as a rule, active = well fitted curve in the direction sought with a large enough effect; inconclusive = small, poorly fitted or top-dose-only effect, or another doubt; inactive = no such curve, though single readings can be large; an effect the other way counts as inactive or inconclusive.
No.	compound	Vif-A3G inh	TrxR1 substrate	Vif-APOBEC3F blk	USP1-UAF1 inh	mIDH1 inhibitor	RGS4 inhibitor	GRP78 ERSR act	LDHA inh	TrxR1 inh
1	Cc1occc(=O)c1OC(=O)Nc1ccccc1	-1%	-4%	1%	0%	3%	24%	11%	7	-12%
2	CCCCN(CC)CCCNC(=O)c1ccc2c(c1)N(CC)C(=O)c1ccccc1S2(=O)=O	2%	6%	1%	-23%	0%	6%	0%	-2	14%
3	CCOc1ccc(C(c2c(C)[nH][nH]c2=O)c2c(C)[nH][nH]c2=O)cc1OC	3%	9%[57.1 µM]	6%	-5%	3%	-4%[11.4 µM]	0%	14	-13%
4	O=C(COC(=O)c1ccc(Cl)nc1)NCc1cccs1	-11%	2%	21%	-18%	0%	14%	1%	-2	13%
5	Nc1ccccc1-c1ccn[nH]1	1%	12%[57.1 µM]	7%	-7%	0%	-20%	1%	-5	5%[2.29 µM]
6	O=C(CSC1=NS(=O)(=O)c2ccccc2N1)N1CCCCC1	1%	4%	2%	-17%	-7%	-38%	-3%	-3	11%
7	CCC(=O)Nc1c(-c2cccs2)c(=O)c2ccccc2n1C	0%	1%	-3%	-17%	0%	11%	-6%	-15	0%
8	Cc1cccc(OCC(=O)NCc2n[nH]c(=O)c3ccccc23)c1	-1%	-7%	-2%	0%	9%	14%	4%	-6	-6%
9	COc1ccc(C(=O)OCC(=O)N2CCCCC2)cc1[N+](=O)[O-]	2%	-2%	0%	-22%	-1%	3%	0%	-4	-5%
10	COc1ccc(-c2nc3ccccc3c(=O)n2NC(=O)Cc2ccccc2)cc1	-3%	-7%	5%	-17%	7%	-6%	-2%	-9	-13%
11	CCOc1ccccc1NC(=O)C(NCC1CCCCC1)c1ccccc1 (stereo not drawn)	2%	2%	-6%	-27%	1%	-11%	-3%	3	29%
12	O=C(O)/C=C/c1nc(-c2ccccc2)n2ccccc12	2%	119%[activator]	2%	-6%	-7%	6%	-4%	3	?
13	Cc1[nH]c2ccccc2c1C(=O)CN1C(=O)C(=O)N(C2CCCC2)C1=O	0%	-3%[57.1 µM]	-2%	6%	-4%	9%	-1%	2	-4%[57.1 µM]
14	Cc1ccc(OCC(=O)Nc2ccccc2[N+](=O)[O-])c(Br)c1	1%	13%[57.1 µM]	8%	-15%	-4%	-3%	3%	-2	36%[activator][57.1 µM]
15	COc1ccc2nc(NC(=O)c3ccccc3C(=O)O)sc2c1	-1%	3%	9%	-20%	0%	2%	5%	2	31%
16	CC(=O)c1ccc(-n2c(CCC(=O)O)ccc2-c2ccccc2)cc1	0%	3%	-2%	-11%	-3%	-34%	-2%	-1	?
17	CCOC(=O)Cn1nc(C)c([N+](=O)[O-])c1C	4%	-1%	-16%	1%	-5%	34%	-1%	-9	18%
18	CCOCCCNC(=S)N1CCCN(c2nc3cc(C)cc(C)c3cc2C#N)CC1	3%	-14%[57.1 µM]	6%	?	1%	-30%	-6%	1	17%[57.1 µM]
19	CCOC(=O)C1=C(C)OC(N)=C(C#N)C1c1cc2c(cc1[N+](=O)[O-])OCO2 (stereo not drawn)	-2%	11%	-13%	-19%	10%	-4%	-8%	4	-1%[57.1 µM]
20	COCC(=O)N1CCC(c2nc3ccccc3[nH]2)CC1	-3%	.	-1%	-16%	9%	.	-1%	-1	.
21	COc1ccc(C)cc1S(=O)(=O)N1CCCC(N2CCOCC2)C1 (stereo not drawn)	2%	-2%	2%	-10%	3%	-4%	-3%	-4	10%
22	CCN(Cc1ccccc1)C(=O)Cn1ncc2c(=O)oc3ccc(C)cc3c21	3%	-2%	8%	11%	1%	-18%	-2%	0	4%
23	COc1ccc(CN2C(=O)[C@@H]3C(c4ccc(F)cc4)=NO[C@@H]3C2=O)cc1	0%	-6%	6%	-20%	1%	-23%[11.4 µM]	-3%	2	6%[57.1 µM]
24	CC1Cc2c([nH]c(=O)n(-c3ccccc3)c2=O)O1 (stereo not drawn)	-7%	1%	4%	-13%	1%	7%	-3%	-7	-7%
25	CCOc1ccc(OCc2ccc(C(=O)N3CCCC3)o2)cc1	-1%	-4%	-1%	-6%	0%	-18%	6%	3	-3%
26	O=C1C(=O)N(C2CCCC2)C(=O)N1Cc1c(F)cccc1Cl	3%	4%	-3%	-7%	4%	19%	0%	-8	18%[57.1 µM]
27	Cc1ccc(C)c(Cn2nc(-c3cc(C)ccc3C)ccc2=O)c1	-1%&6%	2%&-4%	-2%&4%	?	16%&8%	6%&-29%	-10%&4%	-2&3	14%&3%
28	NC1=C(c2ccccc2)C(=O)NC1=O	2%	-5%	3%	-11%	-7%	7%	1%	-1	10%
29	OCC1(Cc2ccc(Cl)cc2)CCN(Cc2ccccc2F)CC1	-2%	4%	-4%	-23%	11%	-14%	-2%	0	24%
30	COc1ccc(-c2nc(C)ncc2-c2csc(C)n2)c(O)c1	4%	-1%	2%	-29%	11%	28%	3%	-4	11%
31	Cc1cccc(-n2c(Cn3nc(C)c([N+](=O)[O-])c3C)n[nH]c2=S)c1	1%	2%	-13%	-26%	0%	-30%	-4%	-13	?
32	CCC(c1nnnn1CCOC)N(Cc1cc2c(C)cc(C)cc2[nH]c1=O)CC1CCCO1 (stereo not drawn)	1%	-5%	-5%	-5%	6%	-5%	-2%	4	?
33	COc1ccc(-c2c(-c3cc(OC)cc(OC)c3)n(C)c3ccc(-c4ccc(S(N)(=O)=O)cc4)cc23)cc1	-14%	47%[activator][57.1 µM]	-2%	-21%	-12%	?	-3%	1	112%[activator]
34	Cc1ccc(/C=N/NC(=O)Nc2ccccc2)o1	0%	5%	-8%	-22%	-4%	-8%	1%	-12	8%
35	C/C(=N\NC(=O)Cc1ccc(Cl)cc1)c1cccnc1	-1%	-5%	5%	-6%	-17%	8%	-1%	-2	7%
36	CC1(C)OC(=O)N(CC(=O)Nc2cccc(C(F)(F)F)c2)C1(C)O (stereo not drawn)	-2%	6%[57.1 µM]	2%	-20%	1%	11%	-8%	-5	13%[57.1 µM]
37	COc1cccc(CNC(=O)CCC2CCCN(c3cc(C)nc(N)n3)C2)c1 (stereo not drawn)	0%	15%	2%	1%	2%	-3%	0%	-4	18%[57.1 µM]
38	CCOC(=O)c1cnc(SCC(=O)OCC(=O)NC2CCS(=O)(=O)C2)nc1N (stereo not drawn)	-4%	1%	0%	4%	-1%	12%	-3%	-1	1%
39	Cc1ccc(-n2c(CNC(=O)c3cccs3)nnc2SCC(=O)NO)cc1	2%	-2%	1%	-2%	0%	36%[11.4 µM]	4%	0	5%
40	COc1ccc(CCNC(=O)c2ccc3c(c2)CCN3S(=O)(=O)c2ccccc2)cc1OC	-1%	-6%	1%	-12%	-2%	0%	-4%	1	5%
41	Cn1cc(CN(Cc2ccccn2)C[C@@H]2CCC(=O)N2)c(-c2ccccc2F)n1	-2%	6%	1%	-12%	5%	5%	-3%	-5	-13%
42	Cc1ccc2nc(COc3ccccc3NC(=O)c3ccccc3C)cc(=O)n2c1	-6%	7%[57.1 µM]	-17%	-23%	-4%	32%	0%	1	17%[57.1 µM]
43	CC1(C)CC(=O)C2=C(C1)N(c1ccc(Cl)cc1)C(=O)C2(O)C(F)(F)F (stereo not drawn)	-1%	-13%	2%	-15%	11%	-47%	-5%	-5	-19%
44	COc1ccc(Br)cc1CN(C)C(=O)c1ccccc1SCC(=O)N1CCCC1	-2%	5%[57.1 µM]	-17%	-10%	46µM*	-5%	-1%	-3	15%[57.1 µM]
45	CC(=NNC(=S)N1CC2CCC(CC2)C1)c1cnccn1	-8%	-11%	1%	-11%	5%	-38%	5%	2	?
46	CS(=O)(=O)c1ccc(Cl)c(NC(=O)COC(=O)c2cccc(C#N)c2)c1	0%	7%[57.1 µM]	?	-21%	2%	-2%	-5%	-7	15%[57.1 µM]
47	COc1cccc(-n2c(=O)c3sc4ccccc4c3n(CC(=O)Nc3cccc(Cl)c3)c2=O)c1	3%	25%	1%	-9%	-10%	26%	0%	-3	28%
48	CCN1CCN(c2ccccc2NC(=O)c2ccc(-n3cccn3)cc2)CC1	-2%	-6%	-20%	-13%	-14%	11%	-3%	-15	0%
49	Cc1cc(=O)[nH]c(SCc2csc(-c3ccccc3)n2)n1	-1%	-11%	9%	-5%	6%	10%	2%	-5	-8%
50	COc1ccc(OCCCC(=O)NCCc2ccc(OC)c(OC)c2)cc1	-2%	2%	7%	7%	-3%	-19%	2%	-3	-11%[57.1 µM]
51	CCc1ccc2nc(N3CCN(C(=O)C4CC4)CC3)sc2c1	9%	5%[57.1 µM]	-3%	-8%	-12%	1%	0%	-2	25%[57.1 µM]
52	COc1ccc(CN(C)C(=O)CNC(=O)Cc2cccc3ccccc23)c(OC)c1OC	-1%	-4%	-7%	-18%	11%	-11%	-4%	-1	5%
53	Cc1cc(C)cc(C(=O)NC2C(=O)N3C(C(=O)O)=C(CSc4nnc(C)s4)CSC23)c1 (stereo not drawn)	1%	1%	-17%	-16%	0%	?	-3%	-7	8.9µM*

# High-throughput results: PubChem, National Center for Advancing Translational Sciences (NCATS)

# Some of the compounds tested (hit frequency here may not be typical).
